m5-HT2A agonist = mouse Htr2a agonists via beta-arrestin recruitment, primary screen, cell-based, luminescence; 5-hydroxytryptamine receptor 2A (Mus musculus), P35363; CHO-K1 mHTR2A beta-arrestin complementation; percent of 30 µM serotonin response; activation, % at 7.6 µM; 360,000 tested, 0.66% active; AID 624169, 2012;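 active means activation above a run cutoff, the mean activation of all tested compounds plus 3 SD, cut at about 14% in these data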;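 further: 0% = plate median of compound wells and 100% = 30 µM serotonin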
PDI turbidity = inhibitors of human PDI, primary screen, biochemical, turbidity, single point, plate reader; Protein disulfide-isomerase (Homo sapiens), P07237; PDI insulin aggregation turbidity, A650, 90 min; inhibition, % at 10 µM; 350,000 tested, 0.052% active;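 active means mean inhibition across replicates of 30% or more, whatever share of single replicates reach that level; inconclusive means mean inhibition below 30% while every single replicate reaches 30%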;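 further: absorbance from insulin aggregation driven by PDI reduction with DTT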
ABHD5-PLIN5 inh = ABHD5-PLIN5 interaction inhibitors, primary screen, cell lysate, split luciferase complementation, luminescence. Perilipin-5 (Homo sapiens) + 1-acylglycerol-3-phosphate O-acyltransferase ABHD5 (Homo …. Split G. princeps luciferase complementation, 4 h. AID 602281, 2012. inhibition, % at 4 µM. 360,000 tested, 0.78% active;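 active means inhibition above the mean inhibition across every tested compound plus 3 SD, cut at about 22% in these data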;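 further: 0% = DMSO only wells and the 100% control is not disclosed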
CaV13 ICDI inh = Primary screen for inhibitors of IQ motif and Ca2+-dependent inactivation inhibitor domain binding in CACNA1D, Förster resonance energy transfer in living cells, … | inhibition, % at 12.3 µM | HEK cells, CFP/YFP FRET ICDI-IQ, plate reader, 10 min; percent FRET-ratio fall versus neutral wells | 340,000 tested, 0.098% active;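 active means mean replicate inhibition of at least 30% and at least 1% of replicates passing that level; inconclusive means only one of the two criteria is met; inactive means neither criterion is met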;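 further: 0% = median of the neutral control wells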
Exocytosis inh = LAMP-1 surface exposure blockers, TALL-104 cells – cell-based, flow cytometry, MLPCN library, primary screen; TALL-104 LAMP-1 surface exposure; cells stimulated with thapsigargin and PMA; inhibition, % at 10 µM; 360,000 tested, 0.66% active; AID 651702, 2012;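 active means inhibition above about 55%, limit read from the data; inconclusive means no clear call, values can overlap the other calls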
MC4R antagonist = MC4R antagonists of cAMP signaling, primary screen, cell-based, TR-FRET, antagonist arm of biased-ligand search; Melanocortin receptor 4 (Homo sapiens), P32245; MC4R-expressing cells, MTII-stimulated cAMP, LANCE TR-FRET; inhibition, % at 6.5 µM; 360,000 tested, 0.48% active; AID 540295, 2011;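 active means inhibition above its plate's cutoff, the mean of tested wells on that plate plus 3 SD, cut at about 29% in these data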;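 further: 0% = Melanotan II alone and 100% = Melanotan II plus saturating MCL0020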
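Assay system: U2OS-MC4R stable cell line; Also added: Melanotan II; Technique: Eu-cAMP/anti-cAMP TR-FRET, emission 671 nm; Times: 30-min compound, 1-h challenge, 1-h detection, room temperature.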
MC4R ag barr = MC4R agonists recruiting beta-arrestin, primary screen, cell-based, luminescence, agonist arm of biased-ligand search; 360,000 tested, 0.98% active; activation, % at 8.9 µM; Melanocortin receptor 4 (Homo sapiens), P32245; AID 540308, 2011; U2OS MC4R beta-arrestin complementation; percent of melanotan II response, DMSO zero;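 active means activation above a per-plate cutoff, the mean activation of sample wells on that plate plus 3 SD, cut at about 8% in these data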
ABCB6 inh 2 = ABCB6 transporter inhibitors, primary screen, K562-ABCB6 cells, flow cytometry, MLPCN library; fluorescence ratio to DMSO, % at 10 µM; K562-ABCB6 porphyrin accumulation, 1 h; stronger effect = lower value; 360,000 tested, 0.19% active;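 active means fluorescence ratio to DMSO below 75%, the collection mean minus 3 SD; inconclusive means too few cells collected in the well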;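 further: signal is porphyrin accumulated inside mitochondria; 100% equals median channel fluorescence of DMSO control wells; lower ratio means ABCB6 inhibition with less porphyrin fluorescence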
Target sequence (Q9NP58 whole entry, looked up): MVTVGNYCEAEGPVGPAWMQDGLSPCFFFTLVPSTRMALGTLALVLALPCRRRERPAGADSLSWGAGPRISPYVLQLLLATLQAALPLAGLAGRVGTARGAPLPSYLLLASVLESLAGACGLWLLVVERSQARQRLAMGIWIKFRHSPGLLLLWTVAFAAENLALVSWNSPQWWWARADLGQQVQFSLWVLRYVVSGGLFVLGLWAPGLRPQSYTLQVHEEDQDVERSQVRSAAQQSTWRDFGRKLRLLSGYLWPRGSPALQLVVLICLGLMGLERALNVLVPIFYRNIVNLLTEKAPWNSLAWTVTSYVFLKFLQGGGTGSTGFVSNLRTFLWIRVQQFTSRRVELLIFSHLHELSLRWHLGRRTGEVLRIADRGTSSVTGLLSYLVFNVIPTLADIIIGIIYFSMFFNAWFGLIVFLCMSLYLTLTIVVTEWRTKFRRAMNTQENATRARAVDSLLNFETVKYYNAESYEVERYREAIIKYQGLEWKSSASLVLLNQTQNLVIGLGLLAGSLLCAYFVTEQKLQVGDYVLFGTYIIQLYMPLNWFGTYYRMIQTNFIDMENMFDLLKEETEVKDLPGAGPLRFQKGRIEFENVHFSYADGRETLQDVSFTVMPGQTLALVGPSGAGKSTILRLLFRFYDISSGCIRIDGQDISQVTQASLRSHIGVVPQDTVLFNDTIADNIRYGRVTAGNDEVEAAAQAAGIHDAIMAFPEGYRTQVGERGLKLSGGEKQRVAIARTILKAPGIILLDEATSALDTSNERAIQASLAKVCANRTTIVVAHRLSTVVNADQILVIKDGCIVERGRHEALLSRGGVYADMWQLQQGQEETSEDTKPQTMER
Glyco luc inh = increase of ERlucT glycosylation luciferase signal, primary screen, N-linked glycosylation inhibitor project, D54 ERlucT cells, luminescence, set 2. D54 ERlucT glycosylation luciferase reporter, 24 h; percent of 100 nM tunicamycin response. reporter increase, % at 12.5 µM. 360,000 tested, 0.23% active. AID 588692, 2011;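 active means mean luciferase reporter signal, scaled so untreated is 0 and the glycosylation-blocking control 100, at or above a set limit in every replicate; inconclusive means mean reaches the limit but not every replicate does; inactive means mean below the limit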;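 further: luciferase carries N-glycosylation sites so blocking glycosylation raises the light; 0% = median of neutral control wells and 100% = median of 100 nM tunicamycin wells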
Cardio protect = cardioprotection against H2O2-induced cell death, primary screen, uHTS, H9c2 cells, ATPLite luminescence; H9c2 cardiomyocytes, H2O2 injury protection, 2 h; protection from H2O2 cell death, % at 20 µM; 360,000 tested, 0.63% active;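 active means compounds giving at least 50% protection of heart cells from peroxide-induced death in the single-dose screen, raw or plate-pattern-corrected value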;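 further: 0% = DMSO wells with peroxide and 100% = DMSO wells without peroxide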
Numbers without * were called inactive; ? = inconclusive; · = no result given.

SMILES	m5-HT2A agonist	PDI turbidity	ABHD5-PLIN5 inh	CaV13 ICDI inh	Exocytosis inh	MC4R antagonist	MC4R ag barr	ABCB6 inh 2	Glyco luc inh	Cardio protect
COc1ccc(OCC(=O)Nc2cc(S(=O)(=O)N3CCCCC3)ccc2OC)cc1	-13	0	0	-5	2	1	-3.3	99	-4	-7
CC1CCC/C(=C\c2ccc(O)cc2)C1=O (configuration not stated)	-5	2	-2	-16	0	22	-2.2	97	-3	-3
N#Cc1ccccc1CSC1=NCCS1	0	1	-2	1	-1	19	-0.6	90	0	2
CC(C)(C)c1ccc(C(=O)c2c[nH]c(C(=O)NCc3cccs3)c2)cc1	3	2	-3	-5	0	10	-0.4	97	1	-10
CCN1CCCC1CNS(=O)(=O)c1cc(Br)cc2c1N(C(=O)C1CC1)CC2 (configuration not stated)	-6	-7	-2	-6	-1	4	-0.4	99	5	1
CCN1C(=O)N[C@@H](c2cccc(F)c2)C(C(C)=O)=C1C	7	6	5	-3	-2	5	-0.1	92	0	-1
CCOc1ccc(NC(=O)CN(C)C(=O)CC(NC(=O)c2ccccc2)c2ccccc2)cc1OCC (configuration not stated)	-1	1	-5	-7	4	2	-3.0	102	4	-4
O=C(NNC(=O)c1ccc(Cl)c(Cl)c1)c1ccncc1	-7	2	-1	-3	-1	6	-3.2	98	0	0
COCCNC(=O)CCn1c(=O)oc2ccccc21	5	12	4	-5	2	5	-0.6	83	·	3
O=C(c1ccc([N+](=O)[O-])s1)N1CCN(c2ccc(C(F)(F)F)cn2)CC1	3	5	-1	-3	18	1	2.0	98	8	-12
CCOC(=O)C1CN(S(=O)(=O)c2ccc(Cl)cc2)c2cc(S(=O)(=O)CC)ccc2O1 (configuration not stated)	1	2	2	18	0	-7	2.0	93	1	10
Cc1ncoc1C(=O)Nc1nccs1	3	0	3	-8	-2	7	-0.4	102	5	5
COc1ccc(C(=O)NNC2=NS(=O)(=O)c3ccccc32)cc1OC	4	5	0	-4	-4	-8	-0.9	97	-3	1
COc1ccc(Br)cc1/C=N/N1CCN(Cc2ccccc2)CC1	-7	-2	-8	3	-7	11	0.5	96	0	-7
Cn1nc(C(=O)Nc2ccccc2)c2c1-c1ccccc1S(=O)(=O)C2	6	3	-1	-7	3	1	-1.2	100	-2	16
CC(C)CCN1C(=O)c2ccc(C(=O)Nc3ccc(O)cc3C(=O)O)cc2C1=O	-1	-1	0	-22	-5	5	-1.1	99	2	3
Cc1cc(O)c(C(=O)/C=C/c2ccccc2O)c(=O)o1	-1	3	10	-20	-4	13	-1.1	96	0	-1
C[C@H](CO)N1C[C@H](C)[C@H](CN(C)C(=O)CC2CC2)Oc2cc(Br)ccc2S1(=O)=O	6	4	-3	-6	17	-1	-1.6	100	-2	-2
CCN(Cc1ccccc1)S(=O)(=O)c1c[nH]c(C(=O)OC)c1	0	·	-1	-11	0	-5	0.9	97	0	-10
CC1(C)OC(=O)C(=CNc2cccc(O)c2)C(=O)O1	2	-2	-1	-8	0	0	-1.8	95	1	-4
COC(=O)c1cc(S(=O)(=O)NCCc2sccc2C)c[nH]1	6	5	-5	-3	0	0	-2.4	99	-1	-3
c1ccc(Cn2ncc3c(Nc4ccccc4)ncnc32)cc1	0	-15	2	-5	-5	-5	0.9	95	0	2
C[C@H](NC(=O)N1CCn2c1nc1ccccc12)C(=O)NCc1ccccc1	7	-7	-3	-14	-7	8	-2.4	100	2	1
CCC(CC)c1nnc(NS(=O)(=O)Cc2ccccc2)s1	5	3	-6	-5	-1	-5	0.8	85	1	6
Cc1ccc(OCc2n[nH]c(=S)n2-c2ccccc2)cc1C	0	-4	-13	-5	-1	19	0.6	96	6	-2
Cc1csc(SCC(=O)NC(C)c2ccccc2)n1 (configuration not stated)	2	6	1	-6	-2	4	-0.5	101	5	8
CCn1c(=N)n(CC(=O)c2ccc(Br)s2)c2ccccc21	-5	-3	5	6	-1	0	1.2	99	-5	-1
CCc1c(C)[nH]n(CCC#N)c1=O	-2	10	-6	-4	?	2	-1.2	94	0	0
C=CCn1c(C)nc2c(sc3nc4c(cc32)COC(C)(C)C4)c1=O	0	2	-4	-5	-6	19	2.3	105	-5	3
Oc1[nH]c2ccccc2c1N=Nc1c(F)c(F)c(Cl)c(F)c1F	9	7	-10	-21	-8	12	-2.0	100	2	-1
CCC(=O)N1CCc2cc(S(=O)(=O)NC(C(=O)NCc3ccc(C)cc3)C(C)C)ccc21 (configuration not stated)	1	-4	3	-6	0	3	-0.8	93	·	-18
O=C1Nc2ccccc2C1c1ncc(C(F)(F)F)cc1Cl (configuration not stated)	1	-1	-5	-19	-12	5	-0.5	98	-1	0
CC1(/[N+]([O-])=C/c2cccc(Cl)c2)CCCCC1=O (configuration not stated)	9	6	-1	-19	-1	10	1.0	100	2	-3
O=C(O)c1ccc(COc2c(F)c(F)c(F)c(F)c2F)o1	2	0	6	-11	-1	8	-0.7	94	0	-2
Fc1cccc(COc2ccccc2C(=S)N2CCCC2)c1	-5	7	-3	0	-1	6	-4.0	99	2	1
O=C(NC1CCCCC1)c1ccc([N+](=O)[O-])o1	-2	-6	0	·	-1	9	-1.0	99	41*	-13
CC1CCN(C2(O)C(=O)Nc3ccc(Br)cc32)CC1 (configuration not stated)	9	4	-8	-7	2	0	0.9	88	2	3
Cc1c(NS(=O)(=O)c2cc(C(=O)N(C)Cc3ccccc3)ccc2Cl)c(=O)n(-c2ccccc2)n1C	-1	9	-1	-7	1	11	-0.6	97	-2	0
COc1ccc(CCC(=O)NC2CCCN(Cc3ccc(Cl)cc3)C2)cc1OC (configuration not stated)	0	-3	-9	7	31	-3	2.0	103	-1	-2
COC(=O)c1ccc(N/C=C\C(=O)c2ccc3c(c2)OCO3)cc1	4	4	-4	-5	6	2	-2.6	102	-11	-1
Cc1ncc(CO)c(/C=N/NC(=O)c2ccc(O)cc2)c1O	2	7	-1	-6	-6	-10	-1.4	102	-6	4
Cc1csc2nc(COC(=O)CNC(=O)c3ccc(Cl)cc3)cc(=O)n12	4	-6	8	-5	-2	8	-1.5	98	0	3
COc1nccnc1NS(=O)(=O)c1ccc(N=Cc2c(C)[nH]n(-c3ccc(C)c(C)c3)c2=O)cc1	-1	-5	-7	·	-3	10	-1.9	98	3	-12
CCOCC(=O)Nc1nnc(SCCOC)s1	-1	1	0	-6	-4	2	-0.8	98	3	2
Cc1ccc2c(c1)-c1[nH]c(=S)ncc1CS2	1	3	-1	-9	7	1	-0.5	89	1	-5
COc1ccc(OC)c(NC(=O)CCNC(=O)Cn2cnc3ccccc3c2=O)c1	1	20	-2	-7	0	-3	-1.4	105	0	7
CCOC(=O)c1ccc(NC(=S)N2CCN(Cc3ccccc3)CC2)cc1	5	-2	0	-4	-2	1	0.9	91	-2	-1
CC1(C)CC(=O)N(CC(=O)NCc2ccc(F)cc2)c2ccccc2S1(=O)=O	-3	·	-2	-4	-4	4	0.4	98	1	8
CS(=O)(=O)c1ccc2nc(NC(=O)c3cccc(NS(=O)(=O)c4ccc(F)c(F)c4)c3)sc2c1	-1	-4	7	-5	15	6	-0.1	98	-2	-8
C=CCc1ccc(OCC(O)COCC)c(OC)c1 (configuration not stated)	-2	-7	-7	·	-1	0	-1.9	123	0	-5
O=C(NNC(=O)c1ccc(NC(=O)c2ccccc2)cc1)c1ccccc1	5	-14	-1	2	-1	1	-0.5	114	-1	5
Cc1ccccc1/C=C1\SC(=S)N(/N=C/c2cc([N+](=O)[O-])ccc2O)C1=O	-3	3	2	-4	7	0	-0.9	105	-1	-7
O=C1CC/C=C\C[C@@H](CC(=O)N(CCO)Cc2ccccc2)C(=O)NCCO1	0	-4	12	-5	0	-4	-0.6	101	0	-4

A draw from above in order of count of non-hydrogen atoms, smallest number first.
SMILES	m5-HT2A agonist	PDI turbidity	ABHD5-PLIN5 inh	CaV13 ICDI inh	Exocytosis inh	MC4R antagonist	MC4R ag barr	ABCB6 inh 2	Glyco luc inh	Cardio protect
Cc1ccc2c(c1)-c1[nH]c(=S)ncc1CS2	1	3	-1	-9	7	1	-0.5	89	1	-5
CCOCC(=O)Nc1nnc(SCCOC)s1	-1	1	0	-6	-4	2	-0.8	98	3	2
C=CCc1ccc(OCC(O)COCC)c(OC)c1 (configuration not stated)	-2	-7	-7	·	-1	0	-1.9	123	0	-5
Cc1ncc(CO)c(/C=N/NC(=O)c2ccc(O)cc2)c1O	2	7	-1	-6	-6	-10	-1.4	102	-6	4
COC(=O)c1ccc(N/C=C\C(=O)c2ccc3c(c2)OCO3)cc1	4	4	-4	-5	6	2	-2.6	102	-11	-1
Cc1csc2nc(COC(=O)CNC(=O)c3ccc(Cl)cc3)cc(=O)n12	4	-6	8	-5	-2	8	-1.5	98	0	3
Cc1ccccc1/C=C1\SC(=S)N(/N=C/c2cc([N+](=O)[O-])ccc2O)C1=O	-3	3	2	-4	7	0	-0.9	105	-1	-7
O=C1CC/C=C\C[C@@H](CC(=O)N(CCO)Cc2ccccc2)C(=O)NCCO1	0	-4	12	-5	0	-4	-0.6	101	0	-4
COc1ccc(CCC(=O)NC2CCCN(Cc3ccc(Cl)cc3)C2)cc1OC (configuration not stated)	0	-3	-9	7	31	-3	2.0	103	-1	-2
COc1ccc(OC)c(NC(=O)CCNC(=O)Cn2cnc3ccccc3c2=O)c1	1	20	-2	-7	0	-3	-1.4	105	0	7
CS(=O)(=O)c1ccc2nc(NC(=O)c3cccc(NS(=O)(=O)c4ccc(F)c(F)c4)c3)sc2c1	-1	-4	7	-5	15	6	-0.1	98	-2	-8
COc1nccnc1NS(=O)(=O)c1ccc(N=Cc2c(C)[nH]n(-c3ccc(C)c(C)c3)c2=O)cc1	-1	-5	-7	·	-3	10	-1.9	98	3	-12

Source: PubChem BioAssay (several laboratories)

Random draw from the library. Share with any hit: about 4.2%.
